PLK1 PBD inh: PLK1 (human) polo-box domain binding inhibition; P53350; Plk1 PBD binding of FITC phosphopeptide, fluorescence polarization; Potency, µM, for inactives: max response, negative = inhibition, most hits filed as inhibitors; 360,000 tested, 2.8% active; further: potency means the concentration at half of the fitted maximal effect; series mostly up to about 57 µM; on the % scale 0 is the no-effect control and ±100 the full control effect; nearly all actives have a fitted effect of over 65% in size
EPAC1 ag: EPAC1 (human) agonism; EPAC1 agonist qHTS, biochemical assay; response scale: 100% = response to 6.5 mM cAMP; Potency, µM (titrated, usually from 154 µM), inactives show at the top dose activation, hits mostly activators; O95398; 360,000 tested, 0.073% active; further: potency means the concentration at half of the fitted maximal effect; nearly all actives have a fitted effect of over 60% in size
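Read-out is the fluorescence drop as BODIPY-GDP leaves Rap1B (480 nm excitation, 540 nm emission), recorded every 5 minutes over 30 minutes. Reactions held 100 nM EPAC1, 250 nM Rap1B–BODIPY-GDP and 50 uM GDP, with 6.5 mM cAMP setting full activation.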
PTHR1 agonist: PTHR1 (human) receptor agonism; Potency, µM (highest dose often 115 µM), inactives show top-dose activation, most hits filed as activators; 410,000 tested, 0.075% active; HEK293 GP2 PTHR1 cells, GloSensor cAMP luminescence, 1 h; Q03431; further: potency means the concentration at half of the fitted maximal effect; nearly all actives have a fitted effect of over 55% in size; some results filed as inactive show a strong effect at the top dose; inactives centre near -15; many of its hits are not listed in these tables
Target sequence (Q03431 whole entry, looked up): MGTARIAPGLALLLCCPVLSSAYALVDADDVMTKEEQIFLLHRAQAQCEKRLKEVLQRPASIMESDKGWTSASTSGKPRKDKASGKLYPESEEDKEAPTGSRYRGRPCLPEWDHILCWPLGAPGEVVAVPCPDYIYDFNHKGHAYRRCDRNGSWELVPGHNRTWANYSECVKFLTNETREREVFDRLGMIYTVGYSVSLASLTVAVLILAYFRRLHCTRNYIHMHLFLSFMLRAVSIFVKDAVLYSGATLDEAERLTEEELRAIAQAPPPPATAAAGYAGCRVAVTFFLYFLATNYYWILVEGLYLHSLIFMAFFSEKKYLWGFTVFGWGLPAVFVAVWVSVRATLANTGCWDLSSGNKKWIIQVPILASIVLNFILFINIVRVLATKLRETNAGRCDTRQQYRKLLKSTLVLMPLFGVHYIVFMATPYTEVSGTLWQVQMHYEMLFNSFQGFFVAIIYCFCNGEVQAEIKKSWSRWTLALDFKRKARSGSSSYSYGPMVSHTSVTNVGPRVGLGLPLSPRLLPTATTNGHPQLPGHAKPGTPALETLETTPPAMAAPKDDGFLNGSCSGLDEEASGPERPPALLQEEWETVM
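HEK-293-derived GP2 cells expressing PTHR1 and a GloSensor cAMP reporter, 3,000/well, plated overnight, given luciferin plus IBMX (each 0.5 mM as added) for 1 h at 37 °C, then compound for 1 h at 37 °C. Luminescence was read after 15 min at room temperature.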
PI5P4Ka inh: PI5P4K alpha (human) kinase inhibition | P48426 | PI5P4Kalpha enzyme, ADP-Glo luminescence, 60 min; active compounds read low | max response, % | 330,000 tested, 1.2% active | AID 652105; active means max response of -50% or lower; inconclusive means between -30% and -50%; inactive means -30% or higher; further: value at the top dose of about 77 µM; on the % scale 0 is the no-effect control and ±100 the full control effect
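Quantitative HTS of the MLSMR library against PI5P4Kalpha with substrate. ATP added last at 5 microM final; room temperature, 60 minutes. Remaining ATP depleted, ADP converted and read as luminescence.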
GLP-1R inv ag: GLP-1 receptor (human) inverse agonism | 410,000 tested, 1.6% active | HEK293 GLP-1R CRE-luciferase, luminescence, 24 h; GLP-1R form is constitutively active | Potency, µM (top dose mostly 38.3 µM), for inactives: at the top dose activity change, negative = inhibition, actives largely listed as inhibitors | P43220 | AID 624417; further: potency means the concentration at half of the fitted maximal effect; on the % scale 0 is the no-effect control and ±100 the full control effect; nearly all actives have a fitted effect of over 55% in size
Target sequence (P43220 whole entry, looked up): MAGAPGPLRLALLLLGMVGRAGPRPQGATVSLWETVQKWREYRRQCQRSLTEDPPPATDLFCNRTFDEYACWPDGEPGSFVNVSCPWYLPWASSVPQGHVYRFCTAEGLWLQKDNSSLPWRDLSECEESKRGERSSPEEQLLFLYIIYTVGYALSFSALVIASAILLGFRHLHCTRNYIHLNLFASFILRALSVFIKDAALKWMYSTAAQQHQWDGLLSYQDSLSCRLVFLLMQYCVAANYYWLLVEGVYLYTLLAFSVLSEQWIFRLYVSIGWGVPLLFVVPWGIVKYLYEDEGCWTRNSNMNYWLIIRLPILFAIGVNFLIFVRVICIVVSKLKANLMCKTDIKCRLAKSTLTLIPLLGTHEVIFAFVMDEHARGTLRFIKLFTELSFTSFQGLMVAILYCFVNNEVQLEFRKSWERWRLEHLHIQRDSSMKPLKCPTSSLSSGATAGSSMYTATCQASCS
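Readout was luciferase luminescence, measured 12 min after detection reagent at room temperature. Beforehand, GLP-1R reporter HEK293 cells had sat 12 h, then received compounds for 24 hr at 37 deg C.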
GLP1R ag: GLP-1 receptor (human) agonism | P43220 | Potency, µM (doses to about 45.6 µM), for the others: top-dose activation, usual class: activators | 380,000 tested, 0.007% active | HEK293 GLP-1R CRE-luciferase, luminescence, 4-6 h; cells express a hypersensitive GLP-1R form; further: potency means the concentration at half of the fitted maximal effect; % of control where 0% means no effect
EPAC1 antag: blocks human EPAC1 exchange factor | O95398 | EPAC1 GEF assay, Rap1b-BODIPY-GDP exchange fluorescence | Potency, µM (titrated, usually from 115 µM), for the others: at the top dose activity change, negative = inhibition, actives largely listed as inhibitors | 360,000 tested, 0.14% active;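 further: potency means the concentration at half of the fitted maximal effect; plate controls were vehicle for no effect and positive control for full effect; nearly all actives have a fitted effect of over 50% in size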
HEK293 tox: cytotoxic in the GLP-1 receptor inverse agonist counter-screen; HEK293 cAMP-luciferase reporter cells, luminescence, 24 h; Potency, µM (top dose mostly 38.3 µM), without a hit: at the highest dose activity change, negative = inhibition, actives largely listed as inhibitors; 410,000 tested, 0.13% active; AID 624418;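 further: loss of luciferase light is scored as toxicity; potency means the concentration at half of the fitted maximal effect; on the % scale 0 is the no-effect control and ±100 the full control effect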
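A 23 nL compound transfer followed 12 hours of cell culture at 37 deg C; exposure then lasted 24 hr. Luciferase assay detection reagent was dispensed and plates read for luminescence after a 12 min room-temperature wait.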
IL-2 act: IL-2 activation; activation, % (series mostly up to about 46 µM); AID 652025; 360,000 tested, 0.065% active; IL-2 activation reporter assay, cell-based qHTS; stimulated with anti-CD3/CD4/CD28 beads; in transgenic mouse T cells; in the data active means activation above about 50%; inconclusive means mostly about 30% to 49%; further: 0% is about no effect
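Unstimulated transgenic mouse T cells preincubated 60 min with compound, then stimulated with anti-CD3/anti-CD4-coated beads plus anti-CD28 for 18 h at 37 degrees C. IL-2 response read as EGFP and DsRed fluorescence by plate cytometry.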
* hit, by the source's call; i = inactive; ? = inconclusive; nt = not tested or not shown; [ ] = another dose, or the depositor's remark. Unless noted, the call rests on the fitted dose curve; in most records, active means well fitted curve in the direction sought with a large enough effect; inconclusive means small, poorly fitted or top-dose-only effect, or another doubt; inactive means no such curve, though single readings can be large; an effect the other way counts as inactive or inconclusive. Some of the compounds tested; count on the stated rates, not on these rows.

SMILES	PLK1 PBD inh	EPAC1 ag	PTHR1 agonist	PI5P4Ka inh	GLP-1R inv ag	GLP1R ag	EPAC1 antag	HEK293 tox	IL-2 act
C=CCn1c(Cc2c[nH]c3ccccc23)nnc1SCC(=O)NCc1ccccc1	-7%	9%	-1%	0	1%	2%	10%	-7%	-0.9
c1ccc(-c2nnc(SCc3nnc(-c4cccs4)o3)o2)cc1	-12%	9%	-46%[inhibitor][57.5 µM]	-9	-31%	1%	-1%	-17%	-0.3
COc1ccc(NC(=O)CCCNC(=O)c2ccc(Cl)cc2)cc1S(=O)(=O)N1CCOCC1	-9%	4%	i	-2	8%	7%	-10%	1%	0.1
O=C(O)CCn1cc(/C=C/C(=O)c2ccc(Cl)cc2)c(-c2cccc(Br)c2)n1	21µM*	27%	-23%	-7	?	11%	?	-18%	0.1
COc1cc2ncnc(NCc3cccs3)c2cc1OC	7%	1%	11%	2	29%	27%	-10%	8%	0.1
CCC(CC)NC(=O)c1ccc(NS(=O)(=O)c2ccc3[nH]c(=O)[nH]c3c2)cc1	-1%	1%	-20%	3	14%	-2%	4%	3%	0.2
Cc1ccc(-c2nnc(SCC(=O)Nc3ccccc3N3CCOCC3)o2)cc1	-11%	-8%	i	0	1%	3%	-21%	8%	-0.3
CCCCOCCCNC(=O)c1ccc(OC)cc1	1%	1%	i	-5	0%	-5%	3%	-10%	-1.2
Cc1ccc2ccccc2c1C(O)c1ncc(-c2cccc(C(F)(F)F)c2)[nH]1 (stereo not given)	-1%	-6%	i	13	?	6%	-28%	-5%	0.0
Cc1cnc(C)c(Nc2nc(C(N)Cc3ccc(Cl)cc3)cs2)n1 (stereo not given)	-5%	-4%	-8%	2	?	4%	-8%	-6%	-0.6
COc1ccccc1CC(=O)N1CCN(S(=O)(=O)c2ccccc2F)CC1	-1%	6%	-16%	-7	9%	3%	2%	-6%	1.3
Fc1ccc(-n2cc(CNCCc3ccccn3)c(-c3ccccc3Cl)n2)cc1	-6%	6%	i	12	?	15%	-6%	?	-3.2
Cc1nc2ccc(NC(=O)c3ccc([N+](=O)[O-])cc3[N+](=O)[O-])cc2s1	6%	-10%	-36%[inhibitor]	-8	27%[7.66 µM]	0%	-10%	-2%[7.66 µM]	0.6
OCCN(Cc1ccccc1)Cc1ncccc1O	-5%	-1%	i	-11	-18%	7%	-17%	2%	0.8
Cc1cc(Br)cc2c(C(=O)NCC3CCCO3)cc(-c3ccccc3)nc12 (stereo not given)	-10%	6%	-24%	7	-11%	-2%	-15%	-5%	-1.7

Structural class, the compounds so far with an aryl methoxy group (four)
SMILES	PLK1 PBD inh	EPAC1 ag	PTHR1 agonist	PI5P4Ka inh	GLP-1R inv ag	GLP1R ag	EPAC1 antag	HEK293 tox	IL-2 act
COc1ccc(NC(=O)CCCNC(=O)c2ccc(Cl)cc2)cc1S(=O)(=O)N1CCOCC1	-9%	4%	i	-2	8%	7%	-10%	1%	0.1
COc1cc2ncnc(NCc3cccs3)c2cc1OC	7%	1%	11%	2	29%	27%	-10%	8%	0.1
CCCCOCCCNC(=O)c1ccc(OC)cc1	1%	1%	i	-5	0%	-5%	3%	-10%	-1.2
COc1ccccc1CC(=O)N1CCN(S(=O)(=O)c2ccccc2F)CC1	-1%	6%	-16%	-7	9%	3%	2%	-6%	1.3

Shown as a hit in PLK1 PBD inh, of those listed so far:
| mol | PLK1 PBD inh | EPAC1 ag | PTHR1 agonist | PI5P4Ka inh | GLP-1R inv ag | GLP1R ag | EPAC1 antag | IL-2 act |
| --- | --- | --- | --- | --- | --- | --- | --- | --- |
| O=C(O)CCn1cc(/C=C/C(=O)c2ccc(Cl)cc2)c(-c2cccc(Br)c2)n1 | 21µM* | 27% | -23% | -7 | ? | 11% | ? | 0.1 |

Additional structures follow.
SMILES	PLK1 PBD inh	EPAC1 ag	PTHR1 agonist	PI5P4Ka inh	GLP-1R inv ag	GLP1R ag	EPAC1 antag	HEK293 tox	IL-2 act
COCCNC(=O)CCn1nc(-c2ccc(C)cc2)ccc1=O	-11%	6%	i	1	7%	16%	-14%	-4%	-0.2
CCOC(=O)C[n+]1c(C)ccc2c1CCC2	-6%	1%	i	-3	2%	-4%	5%	-6%	-3.5
O=C(NC1CCCCC1)C(c1cccs1)N(Cc1cccs1)C(=O)c1cccs1 (stereo not given)	-2%	9%	-1%[57.5 µM]	3	?	-6%	-2%	-2%	0.5
CCCc1nnc(NC(=O)NCCN2C(=O)C3C4C=CC(C4)C3C2=O)s1 (stereo not given)	4%	2%	-12%	-5	20%	-3%	-16%	2%	-2.1
Cc1ccc(NC(=O)CS(=O)Cc2nc(-c3ccc(C)cc3)oc2C)cc1 (stereo not given)	1%	-16%	-86%[inhibitor]	1	?	-3%	?	0%	-2.8
CCCCc1ccc(NC(=S)NCc2ccccc2OC)cc1	-1%	10%	i	1	11%	3%	1%	-9%	-0.4
Cc1cccc(C)c1NC(=O)CCc1nnc2ccc(N3CCCC3)nn12	1%	5%	-1%	-4	-3%	8%	1%	-2%	1.1
CCn1nc(NC(=O)c2ccccc2)c2cc3cccc(C)c3nc21	0%	8%	-7%	24	?	16%	-14%	60%[activator]	0.7
O=c1[nH]c(Sc2ccc([N+](=O)[O-])cc2[N+](=O)[O-])nc2ccccc12	?	15%	-35%[inhibitor]	2	-10%	-6%	?	2%	-1.0
Cn1c(/C=C/c2ccccc2[N+](=O)[O-])nc2ccccc2c1=O	-4%	6%	-24%	5	22%	6%	-14%	9%	-1.8
COc1ccccc1OCCC(=O)Nc1cccc(S(=O)(=O)N2CCOCC2)c1	-7%	5%	-10%	-5	10%	0%	-2%	6%	0.4
CC(C)c1ccc(CCNC(=O)c2ccc([N+](=O)[O-])cc2)cc1	1%	-5%	-32%[inhibitor]	0	3.5µM*	13%	-3%	-16%	0.0
CCC1COC(c2cccn2Cc2ccc(Cl)cc2)=N1 (stereo not given)	-9%	14%	-3%	4	?	6%	-9%	1%	-2.6
O=C(/C=C1\SC(=O)NC1=O)Nc1ccc(F)cc1	?	-1%	-74%[inhibitor]	-22	0%[7.66 µM]	-7%	11%	7%[7.66 µM]	0.8
O=C(Cn1c(-c2ccc(Cl)cc2)noc1=O)N1CCN(c2ccccc2F)CC1	-12%	4%	-10%[57.5 µM]	nt	0%	-5%	-5%	-10%	-2.0
CN1OC[C@@H]2CN(C(=O)c3cccnc3)[C@H](c3ccc(N4CCCCC4)cc3)C[C@@H]21	-7%	12%	-3%	-1	23%	0%	-27%	2%	-0.7
CSc1cccc(NC(=S)N(CCC(C)C)C2CCN(C(C)C)CC2)c1	0%	6%	i	19	8.9µM*	-2%	4%	?	-1.2
O=C(CCCN1C(=O)/C(=C/c2cccc(Br)c2)SC1=S)Nc1cccnc1	-11%	4%	-12%	-5	?	3%	5%	-22%	-0.3
Cc1c(C(=O)NC2CC2)oc2ccccc12	-10%	4%	-3%	-5	34%[activator]	2%	-6%	10%	1.4
CC1(C(=O)Nc2cccc(C#N)c2)CCN1C(=O)C/C=C/c1ccccc1 (stereo not given)	-3%	2%	-10%	3	-20%	12%	-24%	-15%	0.4
O=C(NCc1ccccc1)C1c2ccccc2OCC(=O)N1Cc1ccc2c(c1)OCO2 (stereo not given)	-4%	-9%	2%	2	1%	-4%	15%	-11%	0.0
COc1ccc(S(=O)(=O)N2CCC(C(=O)NCCC(=O)Nc3nccs3)CC2)cc1	-1%	10%	i	-4	1%	5%	8%	-4%	-2.6
CCOC(=O)c1cccc(NC(=O)CS(=O)(=O)Cc2nc(-c3cccc(OC)c3)oc2C)c1	-7%	20%	?	nt	-30%	3%	3%	-29%	-2.5
CCCOc1cccc(C(=O)NCCNC(=O)c2ccco2)c1	-4%	5%	-25%	1	3%	9%	-20%	-4%	2.3
CN(Cc1ccccc1)C(=O)N[C@@H](Cc1ccccc1)C(=O)O	-6%	-4%	-5%[57.5 µM]	2	6%	1%	3%	-4%	1.5
Nc1nc(NCCCN2CCOCC2)nc(Nc2cccc(Cl)c2)c1[N+](=O)[O-]	-14%	9%	0%	2	?	?	-3%	0%	-0.9
CNc1cc(NS(=O)(=O)c2ccc(N)cc2)nc(NC)n1	-13%	-8%	-2%	0	30%	12%	-20%	8%	-0.6
COc1cc2[nH]c3c(N4CCN(c5ccccn5)CC4)ncnc3c2cc1OC	0%	-1%	-11%[57.5 µM]	-20	?	-24%	5%	?	-1.0
CC(=O)N1N=C(c2ccc(C)cc2)OC1c1ccc(Br)cc1 (stereo not given)	-14%	7%	-30%	6	?	16%	-8%	9%	0.0

4 neighbouring entries from above:
SMILES	PLK1 PBD inh	EPAC1 ag	PTHR1 agonist	PI5P4Ka inh	GLP-1R inv ag	GLP1R ag	EPAC1 antag	HEK293 tox	IL-2 act
Nc1nc(NCCCN2CCOCC2)nc(Nc2cccc(Cl)c2)c1[N+](=O)[O-]	-14%	9%	0%	2	?	?	-3%	0%	-0.9
CNc1cc(NS(=O)(=O)c2ccc(N)cc2)nc(NC)n1	-13%	-8%	-2%	0	30%	12%	-20%	8%	-0.6
COc1cc2[nH]c3c(N4CCN(c5ccccn5)CC4)ncnc3c2cc1OC	0%	-1%	-11%[57.5 µM]	-20	?	-24%	5%	?	-1.0
CC(=O)N1N=C(c2ccc(C)cc2)OC1c1ccc(Br)cc1 (stereo not given)	-14%	7%	-30%	6	?	16%	-8%	9%	0.0

Screens as filed in PubChem.
